Screening data as filed in PubChem.
CRFBP-R2 block – antagonists of CRF-BP/CRF-R2 complex, primary screen, cell-based, HEK293, calcium dye fluorescence, uHTS; AID 588475, 2011; actives 0.59% (n = 350,000); CRF-induced calcium fluorescence; inhibition, % at 11.8 µM;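 active means inhibition of the ligand-induced calcium signal above about 50% at the single tested concentration, limit read from the data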
CHRM4 antagonist – human M4 muscarinic receptor antagonists, primary screen, CHO cells, Fluo-8 calcium fluorescence. inhibition, % at 3 µM. CHO-hM4 cells, ACh EC80. AID 624125, 2012. actives 0.73% (n = 360,000). Muscarinic acetylcholine receptor M4 (Homo sapiens), P08173;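 active means inhibition above its plate's cutoff, the mean inhibition of sample wells plus 3 SD, cut at about 27% in these data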;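 further: 0% = acetylcholine EC80 with DMSO and 100% = DMSO without agonist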
CHRM5 PAM – human M5 muscarinic receptor positive allosteric modulators, primary screen, CHO-K1 cells, Fluo-8 calcium fluorescence | CHO-K1 hM5, ACh EC20 PAM; 0% = ACh EC20, 100% = ACh EC100 | activation, % at 3 µM | AID 624038, 2012 | actives 0.3% (n = 360,000) | Muscarinic acetylcholine receptor M5 (Homo sapiens), P08912;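 active means activation above the run cutoff, the mean activation of all test compounds plus 3 SD, cut at about 18% in these data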
Target sequence (P08912 whole entry, looked up): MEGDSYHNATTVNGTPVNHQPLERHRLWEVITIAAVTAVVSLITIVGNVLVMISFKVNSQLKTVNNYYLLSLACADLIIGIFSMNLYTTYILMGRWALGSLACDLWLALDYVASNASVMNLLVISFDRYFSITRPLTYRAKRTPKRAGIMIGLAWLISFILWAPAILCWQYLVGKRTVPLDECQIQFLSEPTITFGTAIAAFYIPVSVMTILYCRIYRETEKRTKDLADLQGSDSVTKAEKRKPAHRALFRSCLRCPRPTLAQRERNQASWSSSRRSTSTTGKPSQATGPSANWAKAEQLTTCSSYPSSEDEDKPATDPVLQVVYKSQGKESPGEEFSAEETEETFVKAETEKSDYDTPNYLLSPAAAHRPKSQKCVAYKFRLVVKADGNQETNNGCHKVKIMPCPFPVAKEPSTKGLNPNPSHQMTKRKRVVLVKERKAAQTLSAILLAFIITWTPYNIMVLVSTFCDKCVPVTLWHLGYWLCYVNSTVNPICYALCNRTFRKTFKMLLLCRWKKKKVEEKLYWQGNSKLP
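Measured by: Fluo-8 calcium fluorescence; material: human M5 receptor in CHO-K1 cells; schedule: Post-acetylcholine fluorescence recording 140 s; benchmarks: low control EC20 acetylcholine (0%), high control EC100 acetylcholine (100%); read-out: Max/basal fluorescence ratio as % of EC20–EC100 ACh window; compound: single dose, 3 µM nominal final test concentration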
M4 PAM – human M4 muscarinic receptor positive allosteric modulators, primary screen, CHO-K1 cells, Fluo-8 calcium fluorescence; Muscarinic acetylcholine receptor M4 (Homo sapiens), P08173; CHO-K1 hM4/Gqi5, ACh EC20; 0% = ACh EC20, 100% = maximal ACh; activation, % at 3 µM; actives 0.4% (n = 360,000); AID 624126, 2012;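 active means activation above its plate's cutoff, the mean activation of sample wells plus 3 SD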; further: some results filed as inactive read as strong as hits
CRFR2-BP ag – agonists of CRF-BP/CRF-R2 complex, primary screen, cell-based, HEK293, calcium dye fluorescence, uHTS; calcium dye fluorescence (FLIPR); percent of saturating CRF peptide response; actives 0.46% (n = 350,000); AID 588473, 2011; CRF-binding protein / CRF receptor 2 complex (human); activation, % at 13.2 µM;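 active means activation of at least 50%, plus an integration ratio under a set limit after plate pattern correction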;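 further: plate controls were neutral control wells without compound for no effect and CRF at EC100 for full effect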
M4 ag – human M4 muscarinic receptor agonists, primary screen, CHO-K1 cells, Fluo-8 calcium fluorescence; actives 0.14% (n = 360,000); CHO-K1 hM4/Gqi5; vehicle 0%, full acetylcholine response 100%; Muscarinic acetylcholine receptor M4 (Homo sapiens), P08173; AID 624127, 2012; activation, % at 3 µM;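 active means activation above the run mean over all test wells plus 3 SD, cut at about 32% in these data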;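 further: peak over basal fluorescence ratio per well then scaled between controls; 0% = DMSO wells and 100% = acetylcholine at EC100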
M1 PAM – human M1 muscarinic receptor positive allosteric modulators, primary screen, CHO-K1 cells, Fluo-8 calcium fluorescence, 1536-well. Muscarinic acetylcholine receptor M1 (Homo sapiens), P11229. CHO-K1 hM1, ACh EC20; 0% = ACh EC20, 100% = maximal ACh. activation, % at 3 µM. actives 0.088% (n = 360,000). AID 588819, 2011; in the data active means activation above about 19%, passing the limit was not always enough
Target sequence (P11229 whole entry, looked up): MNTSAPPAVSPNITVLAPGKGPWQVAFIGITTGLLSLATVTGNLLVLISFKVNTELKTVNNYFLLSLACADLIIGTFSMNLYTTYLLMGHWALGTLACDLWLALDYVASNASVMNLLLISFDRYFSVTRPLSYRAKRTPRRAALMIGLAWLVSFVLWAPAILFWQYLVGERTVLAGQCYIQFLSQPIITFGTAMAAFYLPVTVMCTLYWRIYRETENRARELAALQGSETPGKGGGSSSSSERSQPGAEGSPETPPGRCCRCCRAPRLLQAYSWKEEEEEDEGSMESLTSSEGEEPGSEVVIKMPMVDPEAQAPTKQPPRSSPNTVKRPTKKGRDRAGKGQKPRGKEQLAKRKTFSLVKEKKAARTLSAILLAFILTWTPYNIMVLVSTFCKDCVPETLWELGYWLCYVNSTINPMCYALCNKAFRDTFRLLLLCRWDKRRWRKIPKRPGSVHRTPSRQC
CHRM5 antagonist – human M5 muscarinic receptor antagonists, primary screen, CHO cells, Fluo-8 calcium fluorescence | Muscarinic acetylcholine receptor M5 (Homo sapiens), P08912 | CHO-hM5 cells, ACh EC80 | inhibition, % at 3 µM | actives 0.59% (n = 360,000);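 active means inhibition above a per-plate cutoff, the mean of that plate's test compounds plus 3 SD, cut at about 27% in these data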;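 further: 0% = acetylcholine EC80 with DMSO and 100% = DMSO without agonist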
CHRM5 agonist – human M5 muscarinic receptor agonists, primary screen, CHO-K1 cells, Fluo-8 calcium fluorescence; actives 0.19% (n = 360,000); activation, % at 3 µM; Muscarinic acetylcholine receptor M5 (Homo sapiens), P08912; CHO-K1 hM5 cells; 0% DMSO wells, 100% maximal acetylcholine response; AID 624037, 2012;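 active means activation above the run's mean over test compounds plus 3 SD, cut at about 23% in these data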;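 further: signal is peak over basal fluorescence ratio across the kinetic read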
The depositor's hits bear a star; / = no result given.

nr	smiles	CHRM4 antagonist	M4 ag	CRFR2-BP ag	M1 PAM	CHRM5 antagonist	CRFBP-R2 block	M4 PAM	CHRM5 agonist	CHRM5 PAM
1	COCCN1CC(O)=C(c2nc3ccccc3c(=O)[nH]2)C1=N	-12.8	0.6	-1.2	2.3	-3.6	1.9	5.0	-2.3	-1.5
2	Cc1nn(CCCC(=O)NCc2ccc(Cl)cc2)c(C)c1[N+](=O)[O-]	-2.0	1.5	0.7	10.1	-0.9	3.4	-1.2	-3.3	-0.6
3	COc1ccccc1Oc1ccc(N/C=C2/CCCC2=O)cc1	-12.7	-0.1	0.8	1.6	0.8	19.7	13.6	-4.1	-1.5
4	COc1ccc(NC(=O)C2CCCN2C(=O)Nc2ccc(OC)cc2)cc1 (configuration not stated)	-5.7	1.5	-1.4	-1.4	-4.6	1.9	-0.4	-0.8	2.9
5	CSc1ncnc2c1ncn2CCCNCc1ccc(C)o1	-11.3	1.0	0.0	0.3	8.2	6.0	2.5	-1.5	0.3
6	Clc1ccc(SCCCN2CCCCC2)cc1	8.5	2.1	0.8	-16.5	6.3	-1.0	-30.6	-18.6	-15.6
7	CCN(CC)C(=O)CSc1nc(-c2ccco2)cc(C(F)(F)F)c1C#N	-0.5	1.1	-0.2	4.2	-6.8	-8.8	-2.0	-6.4	5.3
8	CSc1ccc(CNc2ncc(-c3cccc([N+](=O)[O-])c3)n2C)cc1	0.1	4.5	-1.4	-29.8	2.5	2.9	-11.2	-19.9	-24.7
9	COC(=O)c1[nH]c2ccccc2c1NC(=O)CN1CC(C)OC(C)C1 (configuration not stated)	1.1	8.8	-1.8	-10.6	6.0	43.3	-12.8	-0.8	-11.9
10	CC(=O)N1c2ccccc2Oc2cc3ccccc3cc21	1.8	-1.3	-0.5	6.8	1.7	-20.0	-0.8	-6.3	-5.8
11	Cc1ccccc1OCC(=O)Nc1ccc(N2CCN(C)CC2)c(Cl)c1	6.2	5.7	0.4	-31.9	1.2	-5.7	0.4	-7.5	-11.6
12	OC(CNC1CCCCC1)CON=C1CCSc2c(Cl)cccc21 (configuration not stated)	15.4	18.9	-2.9	-5.0	2.0	-14.6	-2.6	1.6	2.9
13	COc1ccc(/C=C(\C#N)C(=O)C(C)(C)n2cncn2)cc1	-5.8	-0.6	27.5	6.9	4.9	-65.5	4.8	-3.0	-4.1
14	Cc1cnc(C(=O)Nc2ccc(F)c(F)c2)cn1	5.1	3.1	-1.3	5.9	-6.2	6.6	-1.5	2.0	-3.7
15	O=C(Nc1ccccc1F)Oc1cccc(OC(=O)Nc2ccccc2F)c1	-5.9	0.2	0.3	6.8	6.0	3.6	0.4	-2.1	-5.3
16	COc1ccc(C2=NOC(Cn3nc(C(=O)NCc4ccccc4OC)cc3-c3ccccc3)C2)cc1 (configuration not stated)	30.1*	19.3	3.0	-13.3	19.8	9.2	-11.6	1.5	-37.0
17	CC(=O)Nc1ccc(C(=O)OCC(=O)N(Cc2ccccc2)C(C)(C)C)cc1	0.9	1.1	1.1	10.3	-1.5	-14.7	10.3	-1.2	5.9
18	COc1cc2c(cc1NC(=O)c1cccc(S(=O)(=O)N(C)C)c1)oc1ccccc12	0.7	2.0	-1.2	5.5	2.4	-11.0	-2.8	-0.3	-11.4
19	COc1ccc(CCN=c2c([N+](=O)[O-])nn(-c3cccc(C)c3)n2O)cc1OC	-1.5	1.2	-0.2	9.2	3.2	-0.7	-1.5	-0.2	-7.0
20	CS(=O)(=O)N1CCCC(C(=O)NCCCN2CCOCC2)C1 (configuration not stated)	-13.7	1.8	-0.8	5.4	2.8	6.7	11.7	1.4	-2.7
21	CCOC(=O)N1CCN(c2ccc(C(=O)c3cccc(F)c3)cc2)CC1	-6.6	14.1	0.9	-11.7	19.5	24.1	-5.9	4.8	-17.6
22	Cc1ccccc1CCNC(=O)C1CCN(S(=O)(=O)c2ccc(-n3cnnn3)cc2)CC1	19.4	1.7	-0.7	-4.0	5.1	29.9	-15.9	-1.1	-8.4
23	COc1cc(OC)cc(C(=O)NCc2cccnc2)c1	4.8	0.0	1.5	-11.4	-1.6	-1.8	2.8	-1.4	-4.0
24	Cc1ccc(S(=O)(=O)N2[C@H](CC(=O)c3ccc(F)cc3)OC[C@@H]2C)cc1	-15.4	12.9	/	/	1.4	/	6.2	3.3	-6.1
25	NC(=O)CC(NC(=O)c1ccccc1)c1ccc(NCCN2CCOCC2)c([N+](=O)[O-])c1 (configuration not stated)	-9.6	-0.4	-1.0	2.2	3.5	-0.1	0.9	0.6	0.2

Quoted from the listing.
`COc1cc2c(cc1NC(=O)c1cccc(S(=O)(=O)N(C)C)c1)oc1ccccc12` @ M4 PAM: -2.8
`COCCN1CC(O)=C(c2nc3ccccc3c(=O)[nH]2)C1=N` @ CHRM5 antagonist: -3.6
`OC(CNC1CCCCC1)CON=C1CCSc2c(Cl)cccc21` (configuration not stated) @ CHRM5 antagonist: 2.0

The listing picks up, repeating the two entries before the break.
nr	smiles	CHRM4 antagonist	M4 ag	CRFR2-BP ag	M1 PAM	CHRM5 antagonist	CRFBP-R2 block	M4 PAM	CHRM5 agonist	CHRM5 PAM
24	Cc1ccc(S(=O)(=O)N2[C@H](CC(=O)c3ccc(F)cc3)OC[C@@H]2C)cc1	-15.4	12.9	/	/	1.4	/	6.2	3.3	-6.1
25	NC(=O)CC(NC(=O)c1ccccc1)c1ccc(NCCN2CCOCC2)c([N+](=O)[O-])c1 (configuration not stated)	-9.6	-0.4	-1.0	2.2	3.5	-0.1	0.9	0.6	0.2
26	O=C(NCc1cccnc1)c1cccc(S(=O)(=O)Nc2ccc(F)cc2)c1	8.7	4.2	-0.3	3.9	9.0	-12.1	-3.8	1.4	-3.8
27	CCOc1ccc(OCC)c(NC(=O)CSc2nc3c(c(=O)n(C)c(=O)n3C)n2CC)c1	3.1	1.4	-1.5	2.1	4.0	-5.3	9.6	1.9	4.3
28	COC(C/C=C\[C@@H](O)[C@H](C)OCc1ccccc1)OC	-1.0	1.0	-0.9	6.6	7.8	11.1	7.4	4.8	-1.2
29	N#C/C(=C\c1ccc[nH]1)C(=O)Nc1ccccc1F	9.9	1.6	-1.0	1.0	12.3	-2.4	-3.3	-4.9	-5.6
30	COc1ccc(-c2cc(=O)c3c(OC)c(OC)c(OC)c(OC)c3o2)cc1OC	5.4	5.3	-1.1	4.7	1.4	-41.0	-9.2	2.1	-8.6
31	O=C(COC(=O)CNC(=O)c1ccco1)Nc1ccc(F)cc1	-1.4	0.2	-1.2	10.4	5.8	13.6	-0.4	1.9	2.5
32	CCNC(=O)COC(=O)c1ccc(-c2nc3ccccc3s2)s1	-5.9	0.6	-0.2	7.5	9.5	3.1	0.9	2.7	-5.9
33	O=C(NCc1nnnn1-c1ccc(Cl)cc1)C1CC(=O)N(c2ccc(F)cc2)C1 (configuration not stated)	-14.2	0.9	-0.5	4.7	-5.0	23.3	-2.6	0.1	1.6
34	O=C(Nc1ccc(S(=O)(=O)N2CCCCC2)cc1)C1CC(=O)N(c2ccccc2)C1 (configuration not stated)	-7.8	4.3	0.3	2.0	10.5	-14.4	-6.9	-1.1	-2.4
35	CCn1c(=O)c(C(=O)Nc2ncccc2O)c(O)c2ccccc21	-1.5	-0.6	-2.1	10.2	-6.1	-1.9	-0.1	4.0	5.0
36	CCc1ccc(C2C3=C(CCCC3=O)OC3=C2C(=O)CCC3)cc1	-7.8	1.3	-1.9	-1.1	-2.6	6.1	-7.5	-1.7	-5.4
37	O=C(Nc1ccccc1N1CCCCC1)c1cc(S(=O)(=O)N2CCOCC2)ccc1F	1.4	0.2	1.6	7.4	4.7	4.8	6.7	-0.7	3.5
38	CCOC(=O)CSc1cc(CS(C)(=O)=O)nc(-c2ccccn2)n1	-1.2	1.1	-0.9	5.8	3.1	8.2	-2.8	-0.8	-3.9
39	CCOC(=O)C1=C(C)NC(SCc2cc(=O)[nH][nH]2)=C(C#N)C1c1cccs1 (configuration not stated)	-1.9	0.5	-0.1	5.7	-4.6	9.7	7.2	-6.1	6.2
40	CC(C)C[C@@H](CNCC(=O)[C@H](C)NC(=O)c1[nH]cnc1C(=O)N[C@@H](C)CN)NC(=O)c1nc[nH]c1C(=O)N[C@@H](CO)C(=O)O	8.2	0.2	0.1	-0.6	4.3	-5.4	-5.0	1.0	1.1
41	Cc1ccccc1-c1nnc(NC(=O)c2ccc(N3C(=O)CCC3=O)cc2)s1	-18.3	19.4	-1.1	-5.5	3.7	-22.3	-9.2	6.2	-17.4
42	O=C(C1CC1)N1CCN(c2ccc(O)cc2)CC1	-6.9	1.1	-1.2	11.0	10.6	18.7	5.0	-1.2	1.0
43	CC(=O)Nc1ccccc1Nc1nc(NCCO)nc(N2CCCC2)n1	-17.4	10.3	-0.4	10.9	6.9	2.4	2.1	3.1	-12.3
44	CCc1cccc2c(-c3csc(=NC)n3C)c[nH]c12	-1.9	5.2	1.3	-1.8	-1.0	-21.8	5.5	-0.7	0.3
45	CC1CC(=O)Nc2ccccc2N1C(=O)COc1ccc2cc(Br)ccc2c1 (configuration not stated)	-6.6	0.7	0.9	12.5	0.5	-25.2	15.2	1.4	0.3
46	CC(C(=O)Nc1ccccc1)C(=O)Nc1ccccc1	-14.3	1.1	2.1	1.1	-32.5	-9.0	3.7	1.3	-0.1
47	O=C(CN(Cc1ccccc1)S(=O)(=O)c1ccc(F)cc1)NCc1ccccn1	2.0	2.5	-0.1	-0.2	-4.1	-15.6	1.5	0.8	3.4
